Vif inh – blocks HIV Vif function; HEK293T cells, Vif self-association by quenched fluorescence, imaging, 24 h; inhibition, % at 7.49 µM; hit rate 0.35% among 340,000; in the data active = inhibition above about 50%, passing the limit was not always enough; inconclusive = no clear call, values can overlap the other calls; inactive = below about 31%; also: some results filed as inactive read as strong as hits
C8 TRAIL sens – caspase-8 TRAIL sensitization; NB7+C8 cells + TRAIL, ATPlite viability luminescence; inhibition (viability loss, TRAIL sensitization), % at 10 µM; hit rate 1% among 360,000; AID 624354;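 active = compounds causing at least 50% loss of cell viability in the single-dose screen, relative to plate controls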
LRH-1 inv ag – suppresses constitutive activity of human LRH-1 | O00482 | HEK293T StAR-luciferase reporter, LRH-1 transfected, 24 h | hit rate 0.13% among 360,000 | inhibition, % at 3.6 µM;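 active = inhibition above the mean inhibition of all tested compounds plus 3 SD, cut at about 73% in these data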;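 also: 0% = DMSO wells and 100% = reporter-only cells lacking LRH-1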
Target sequence (O00482 whole entry, looked up): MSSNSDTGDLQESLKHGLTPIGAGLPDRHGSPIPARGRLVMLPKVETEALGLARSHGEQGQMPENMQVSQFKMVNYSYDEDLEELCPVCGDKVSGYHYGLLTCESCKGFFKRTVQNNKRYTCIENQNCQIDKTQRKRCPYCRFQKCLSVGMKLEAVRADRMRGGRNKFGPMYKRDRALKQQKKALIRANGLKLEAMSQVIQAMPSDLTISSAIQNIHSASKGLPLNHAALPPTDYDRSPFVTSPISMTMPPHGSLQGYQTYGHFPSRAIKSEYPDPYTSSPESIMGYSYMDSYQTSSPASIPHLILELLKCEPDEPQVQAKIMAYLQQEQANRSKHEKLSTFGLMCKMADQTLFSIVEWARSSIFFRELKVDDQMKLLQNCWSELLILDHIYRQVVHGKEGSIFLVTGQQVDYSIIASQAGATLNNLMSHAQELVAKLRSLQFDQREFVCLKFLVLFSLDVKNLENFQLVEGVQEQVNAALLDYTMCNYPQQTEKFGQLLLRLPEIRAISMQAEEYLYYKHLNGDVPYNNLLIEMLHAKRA
TLR9-MyD88 inh – blocks human TLR9 binding to MyD88; CHO BLA complementation TLR9-MyD88, CCF4 FRET ratio; inhibition, % at 4.98 µM; hit rate 0.21% among 340,000;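 active = inhibition above the mean over all tested compounds plus 3 SD, cut at about 21% in these data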;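 also: 0% = DMSO only wells and 100% = clavulanate BLA inhibitor control wells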
SRC2 inh – inhibits human steroid receptor coactivator 2. HEK293 GAL4-SRC2 luciferase reporter, luminescence. inhibition, % at 9 µM. hit rate 0.17% among 370,000. AID 651957;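 active = inhibition above the mean inhibition of all tested compounds plus 3 SD, set per campaign, cut at about 52% in these data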;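 also: 0% = DMSO treated cells and 100% = cells given Gossypol at 36 µM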
NCOA1 inh – inhibitors of human steroid receptor coactivator 1 (SRC1) | Q15788 | HEK293 GAL4-SRC1 luciferase reporter, luminescence | inhibition, % at 3.6 µM | hit rate 0.12% among 360,000 | AID 588354;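 active = inhibition above the campaign mean plus 3 SD, with each screening campaign given its own cutoff, cut at about 60% in these data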;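 also: 0% = DMSO treated cells and 100% = gossypol at 36 µM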
TROY NFkB inh – blocks TROY-dependent signaling in reporter cells; Q293 LMP1-TROYcd NF-kB luciferase reporter, 4 h; inhibition, % at 10 µM; hit rate 0.98% among 360,000; AID 1347056;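 active = compounds whose plate-normalised and pattern-corrected inhibition of the luciferase reporter signal at the single screening dose is 50% or more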
LMP1 NFkB inh – inhibitors of Epstein-Barr LMP1-induced NF-kappaB reporter. hit rate 0.69% among 350,000. inhibition, % at 12.5 µM. LMP1-induced NF-kappaB luciferase reporter cells, luminescence; in the data active = inhibition above about 41%; inconclusive = no clear call, values can overlap the other calls;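 also: 0% = neutral control wells and 100% = reference inhibitor control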
COUP-TFII inh – blocks human COUP-TFII nuclear receptor; P24468; HEK293T NGFI-A luciferase reporter, luminescence; inhibition, % at 8.6 µM; hit rate 0.7% among 370,000; AID 686940;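 active = inhibition above a per-plate cutoff, mean inhibition of test wells between control levels plus 3 SD, cut at about 38% in these data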;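 also: cells cotransfected with COUP-TFII expression vector driving the NGFI-A reporter; 0% = median of COUP-TF2 test wells and 100% = reporter-only cells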
Target sequence (P24468 whole entry, looked up): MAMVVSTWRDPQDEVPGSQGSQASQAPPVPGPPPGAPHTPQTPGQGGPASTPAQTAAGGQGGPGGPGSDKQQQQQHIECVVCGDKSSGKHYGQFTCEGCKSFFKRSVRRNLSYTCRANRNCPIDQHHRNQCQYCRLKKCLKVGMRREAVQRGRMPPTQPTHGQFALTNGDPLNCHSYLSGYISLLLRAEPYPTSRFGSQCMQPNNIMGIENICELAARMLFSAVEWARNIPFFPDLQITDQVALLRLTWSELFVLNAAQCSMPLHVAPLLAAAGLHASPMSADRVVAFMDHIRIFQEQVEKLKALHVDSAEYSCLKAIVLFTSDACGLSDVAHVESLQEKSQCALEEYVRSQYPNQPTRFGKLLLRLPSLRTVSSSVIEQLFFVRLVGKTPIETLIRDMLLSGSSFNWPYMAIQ
NOD2-RIPK2 inh – inhibitors of human NOD2-RIPK2 interaction; CHO BLA complementation NOD2-RIPK2, CCF4 ratio; inhibition, % at 4.98 µM; hit rate 0.38% among 360,000; AID 624267; in the data active = inhibition above about 21%;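 also: 0% = vehicle only and 100% = reference blocker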
SRC3 inh – inhibitors of human steroid receptor coactivator 3 (SRC3) | inhibition, % at 3.6 µM | hit rate 0.17% among 360,000 | HEK293 GAL4-SRC3 luciferase reporter, luminescence | Q9Y6Q9;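 active = inhibition above a per-campaign cutoff, the mean of all compounds plus 3 SD, cut at about 60% in these data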;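 also: 0% = DMSO-treated cells and 100% = gossypol-treated cells at 36 µM; higher means less SRC3-driven luciferase light from the GAL4 reporter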
The depositor's hits bear a star; ? = inconclusive; nt = no result given.

SMILES	Vif inh	C8 TRAIL sens	LRH-1 inv ag	TLR9-MyD88 inh	SRC2 inh	NCOA1 inh	TROY NFkB inh	LMP1 NFkB inh	COUP-TFII inh	NOD2-RIPK2 inh	SRC3 inh
CC(=O)Nc1cc2cc(NS(=O)(=O)c3ccc(Cl)cc3)ccc2oc1=O	nt	-12	11	nt	-20	13	-18	-4	-1	-23	17
CCOC(=O)C1CCN(C(=O)c2ccccc2NS(=O)(=O)c2ccccc2)CC1	-1	12	4	6	8	3	-4	2	6	-5	8
CCCCCCN1C[C@H](O)[C@@H](n2cc(-c3ccc(F)cc3)nn2)C[C@@H]1c1ccccc1	1	-3	1	2	4	-4	0	3	5	-13	-19
COc1ccc(NC(=O)CN2C(=O)NC(c3ccccc3)(c3ccccc3)C2=O)cc1	0	-7	-13	-3	-4	-9	-22	-8	-4	-1	-5
Cc1cc(C(=O)CSc2nnc(-c3cccs3)o2)c(C)n1-c1ccccc1	12	-4	-19	2	25	-8	-42	58*	24	-7	15
O=C(NNC(=O)c1cccc2ccccc12)c1ccc(-c2ccccc2)cc1	-9	8	-4	-5	6	15	18	2	25	-10	21
CCCCCC(=O)Nc1cccc(C2=NOC3(C2)C[C@H](C(N)=O)N(C(=O)CC)C3)c1 (stereo partly drawn)	-11	-12	4	7	nt	-2	9	-5	nt	-12	-6
C=CCN1C=CC(=O)[C@@H](O)[C@H]1c1ccccc1Br	-4	-4	-2	-2	14	5	-14	-3	-6	-12	2
COc1ccc(CCNC(=O)C(=O)NCC2CCCO2)cc1OC (stereo not drawn)	-2	-7	-8	11	-31	7	26	-16	0	-7	12
CCCS(=O)(=O)NC(=O)C1(C)CCCN(C(=O)c2ccc(C#N)cc2)C1 (stereo not drawn)	-1	7	23	nt	-11	1	-4	nt	-7	-6	-6
O=C(O)CCc1nnc(SCC(=O)Nc2ccc(Cl)c(C(F)(F)F)c2)[nH]c1=O	-5	-2	13	3	-7	2	-4	4	-5	7	2
CSc1nc2nc3c(cc2c(=O)n1-c1cccc(C)c1)COC(C)(C)C3	-7	-6	15	nt	0	3	9	nt	-2	1	4
COC(=O)c1ccccc1SCc1csc(C)n1	0	-16	13	3	-2	-14	0	-5	12	6	0
CCc1nc(Nc2cccc(F)c2)c2oc3ccccc3c2n1	-5	6	23	-1	16	17	18	5	19	8	-2
Cc1ccc(CNCC(O)(c2ccccc2)c2ccccc2)cc1	-3	0	-5	-16	-25	-43	-22	-3	0	-20	-6
COCCn1c(COC)nc2ccccc21	1	-5	-4	3	-13	1	-14	-20	7	-1	2
CCOc1ccc(N2C(=O)S/C(=C\c3cccn3C)C2=O)cc1	4	10	-1	1	-2	-45	-8	-10	-5	-3	-35
Nc1nc(NCCOCCO)nc(NC2CCCCC2)c1[N+](=O)[O-]	12	-5	3	0	-5	7	-7	-11	-14	-8	8
CN(Cc1cccnc1)C(=O)c1cc(COc2ccc3ncccc3c2)on1	-16	15	25	-5	26	29	22	25	65*	-12	29
Cc1nn2cnnc2c(C)c1Cc1c(F)cccc1Cl	nt	-9	-12	-12	-19	-4	11	11	19	-3	6
O=C(O)CCNS(=O)(=O)c1ccc2c(c1)OCCCO2	6	-2	0	8	2	21	-7	6	-6	2	24
Cc1cc2cc3c(C)cc(=O)oc3c(C)c2o1	19	14	-30	-5	19	-76	10	-1	8	-6	-7
COC(=O)CSc1nc(SCc2ccc(C)cc2)nc2c1CCCC2	0	-2	3	-5	18	-14	16	-1	23	1	-1
O=S(=O)(Nc1ccc(Nc2ccccc2)cc1)c1ccc(F)cc1	-5	1	-7	-3	7	-29	3	-4	14	-7	-3
O=C(O)CC1(CC(=O)Nc2ccccc2N2CCOCC2)CCCC1	4	-23	2	-2	-25	0	11	-3	17	-4	14
Cc1ccc(S(=O)(=O)Nc2ccc3c(c2)C(=O)N([C@@H](C)CO)C[C@@H](C)[C@@H](CN(C)C(=O)NC(C)C)OCCCC[C@H](C)O3)cc1	24	9	-5	nt	0	-5	5	nt	11	5	0
O=C(Nc1ccccc1N1CCOCC1)c1cccc2c(Br)cccc12	-11	-15	4	-2	3	13	-41	1	6	-11	-20
COc1ccc(S(=O)(=O)N2CCCCCC2)cc1N(C)S(=O)(=O)c1ccc(Cl)cc1	-21	9	-16	-1	15	6	12	-4	-9	-19	27
COc1ccc(Cl)cc1Cn1c(C)c(C(=O)NCc2cccc(C(F)(F)F)c2)sc1=O	-2	-5	12	nt	1	-8	15	nt	1	-7	-2
COc1ccc(C2CC(=O)C3=C(C2)Nc2ccccc2NC3c2coc3ccccc3c2=O)cc1OC (stereo not drawn)	12	-6	-4	-7	-30	-4	-26	7	-7	-6	11
CC(C)Cc1nc2sc3c(=O)n(N)cnc3c2c2c1COC(C)(C)C2	-2	-5	10	-2	-6	-3	-2	0	-5	-3	7
O=C(O)c1ccccc1C(=O)Nc1ccc(Oc2ccc3ccccc3c2)cc1	45	14	30	7	47	-4	29	-14	66*	-8	4
CC(C)C(NC(=O)c1ccco1)C(=O)OCC(=O)NCCc1ccccc1 (stereo not drawn)	0	0	-1	-7	-7	-31	2	0	5	1	-28
COc1ccccc1/C=C/C(=O)NCC(=O)N/N=C/c1ccccc1	4	0	2	-8	-26	6	-19	-4	17	-12	8
Cc1c(CC(=O)NCCCC(=O)O)c(=O)oc2cc3oc4c(c3cc12)CCCC4	nt	7	-17	-16	-22	-6	-1	-4	-2	-5	-20
O=C(COC(=O)/C=C/c1ccc([N+](=O)[O-])cc1)NCC1CCCO1 (stereo not drawn)	3	1	-6	2	-32	11	11	4	-18	-17	16
CCC(C)(O)c1cnc(CC(C)C)c(=O)n1O (stereo not drawn)	-7	-3	-12	nt	16	-13	-8	nt	-22	-13	-9
O=C(CCl)N1CCN(S(=O)(=O)c2ccc3c(c2)OCCCO3)CC1	-2	24	15	-22	17	-13	-3	-4	-7	9	5
O=c1c(-c2ccc(Cl)cc2)[n+]([O-])c2ccccc2n1OCc1nc2ccccc2[nH]1	-8	-24	-6	9	-49	-12	-35	-1	-13	2	-6
COc1ccc(OC(=O)c2cnn(-c3ccccc3)c2C)cc1	0	18	-122	-15	-90	-113	-20	-27	-22	4	-94

Full records, quoted from the list. Order of screens: Vif inh | C8 TRAIL sens | LRH-1 inv ag | TLR9-MyD88 inh | SRC2 inh | NCOA1 inh | TROY NFkB inh | LMP1 NFkB inh | COUP-TFII inh | NOD2-RIPK2 inh | SRC3 inh
O=C(COC(=O)/C=C/c1ccc([N+](=O)[O-])cc1)NCC1CCCO1 (stereo not drawn) reads 3 | 1 | -6 | 2 | -32 | 11 | 11 | 4 | -18 | -17 | 16
O=c1c(-c2ccc(Cl)cc2)[n+]([O-])c2ccccc2n1OCc1nc2ccccc2[nH]1 reads -8 | -24 | -6 | 9 | -49 | -12 | -35 | -1 | -13 | 2 | -6

Carrying on.
SMILES	Vif inh	C8 TRAIL sens	LRH-1 inv ag	TLR9-MyD88 inh	SRC2 inh	NCOA1 inh	TROY NFkB inh	LMP1 NFkB inh	COUP-TFII inh	NOD2-RIPK2 inh	SRC3 inh
CCOC(=O)C1CCN(C(=O)c2ccccc2NC(C)=O)CC1	6	-20	1	7	-13	-4	32	-10	-2	2	8
CCC(=O)Nc1cccc(NC(=O)c2cccnc2)c1	24	2	6	-3	-23	1	17	-11	-14	-1	5
CC(C)CCNC(=O)Cc1c(C(=O)O)[nH]c2ccc(Cl)cc12	18	-7	1	-19	1	-18	10	1	-8	-10	10
CC1(C)CCCC2(C)C(OCCO)=CC(=O)C=C12 (stereo not drawn)	-7	-10	-8	-1	-13	-7	13	-2	0	-14	3
C1CCN(CC2CCCCN2)CC1 (stereo not drawn)	2	-12	15	-7	-2	5	1	0	7	3	-22
COc1cc(C(=O)NCc2nnc(SCC(=O)Nc3ccc4c(c3)OCO4)o2)cc(OC)c1OC	-3	-12	3	-3	7	-5	8	13	16	-12	14
Cc1cccc(N/N=C/c2ccc(O)c(O)c2O)c1	27	-3	-20	0	-9	-15	2	11	-8	-15	-3
O=C(Nc1ccc(F)cc1)c1ccc(S(=O)(=O)N2CCOCC2)o1	53*	4	-2	nt	0	7	-3	nt	7	2	14
O=C1CCC(=O)N1CC(=O)N(c1ccccc1)c1ccccc1	-11	5	0	-4	-12	8	-2	-3	20	-3	10
COc1cc(NC(=O)CSc2ccc3c(c2)OCCO3)cc(OC)c1OC	5	9	14	-9	14	-12	-4	5	19	-11	12
CCN(CCO)Cc1csc2cccc(Br)c12	-6	2	-13	-7	-8	-8	-13	1	7	6	-3
Cc1ccc(S(=O)(=O)N(CC(O)CN2C(=O)NC(C)(C)C2=O)c2cccc(C)c2)cc1 (stereo not drawn)	5	-13	-8	4	-20	-15	-7	0	4	2	15
Cc1cc(C(=O)N[C@@H](c2ccccc2)[C@]2(C)C[C@H]2[C@@H](C)C(=O)Nc2ccc3ccccc3c2)no1	0	1	-1	-7	11	-10	-14	-1	6	-4	-3
O=C(/C=C/N1CCOCC1)c1coc2ccccc12	nt	23	-13	-5	-24	-87	-46	-6	-5	29*	-86
O=c1[nH]c(CN2CCCC2)nc2sc3c(c12)CCC3	17	-6	-13	-12	-35	-5	-2	5	0	-13	15
Nc1ccc(-c2ccc(C(=O)O)s2)cn1	8	-11	3	-1	2	4	-46	7	2	-19	-8
O=C(c1cccc2nc3ccccc3nc12)N1CCOCC1	7	-1	10	5	-20	16	-3	-8	-14	-1	12
Cc1cccc(NC(=O)CN2C(=O)NC(Cc3ccccc3)C2=O)c1 (stereo not drawn)	3	-16	-4	8	-9	-4	20	-3	-8	2	18
Cc1ccc(C(=O)OCc2cc(=O)n3c(C)csc3n2)s1	0	10	2	-9	-8	0	-48	-2	-3	-12	12
c1ccc(-n2nnnc2-n2ccnc2)cc1	-3	5	-3	6	-7	-25	nt	5	-13	7	8
COc1ccc(C(=O)Nc2ccccc2C(=O)NC(Cc2ccc(O)cc2)C(=O)NNC(=O)c2ccccc2Cl)cc1 (stereo not drawn)	-5	20	-6	-14	-33	-26	-7	-1	7	-1	-1
O=C1CC(N(CCc2ccccc2)C(=S)Nc2ccccc2)C(=O)N1c1ccc(F)cc1 (stereo not drawn)	?	-5	-11	-6	-52	-26	3	7	-16	-1	16
CCCCC(=O)Nc1ccc(C(=O)NCCCn2ccnc2)cc1	46	1	-9	-11	12	-16	-12	-12	-18	-12	-20
CC(=O)/C(N=Nc1c(C)n(C)n(-c2ccccc2)c1=O)=C(\C)O	-16	4	5	6	-2	-16	15	7	12	-11	16
CCOC(=O)C1CCN(Cc2cccc(OC)c2)CC1	-1	5	17	2	4	-29	-19	9	-14	1	7
O=C(N/C(=C/c1ccc2c(c1)OCO2)C(=O)N1CCOCC1)c1cccs1	7	-15	-16	4	-14	-83	-4	-6	-9	-5	6
Cc1csc(SCC(=O)NC(=O)C2CCCCC2)n1	-1	-1	-11	-8	-32	13	7	-4	12	-7	13
O=C(CCCn1nnnc1CN1CCOCC1)N1CCC(c2ccccc2Cl)C1 (stereo not drawn)	-2	-19	-6	-7	-13	-22	2	8	-4	-11	5
CCOc1cc(CNc2nn[nH]n2)ccc1OCC(=O)NC(C)(C)C	-3	34	2	-7	-22	14	12	1	9	-3	7
Cc1ccc(N2CC(C(=O)NC3CC3)CC2=O)cc1Cl (stereo not drawn)	37	-10	-2	1	-25	-9	7	-3	5	-4	16

Some of the compounds tested. The share of hits here may be higher or lower than overall.
